Screening results as filed in PubChem.
TRb-SRC2 inh: TRbeta-SRC2 interaction inhibition | TRbeta-SRC2 peptide binding, fluorescence polarization; receptor liganded with 1 µM T3 | 0.065% of 280,000 active | P10828 | Potency, µM (highest dose often 106 µM), without a hit: at the highest dose activity change, negative = inhibition, actives largely listed as inhibitors;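 further: plate controls were bound peptide for no effect and peptide without receptor for full effect; nearly all actives have a fitted effect of over 50% in size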
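Assay buffer: 20 mM Tris-HCl, 100 mM NaCl, 10% glycerol, 1 mM EDTA, 0.01% NP-40, 1 mM DTT, 1 uM T3, 5% DMSO; TRb LBD 0.6 uM, Texas Red SRC2 20 nM; FP after 5 hr.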
RECQ1 helicase: RECQ1 (human) helicase inhibition | P46063 | 0.54% of 240,000 active | Potency, µM (top dose mostly 57.3 µM), for inactives: at the top dose activity, negative = inhibition, hits mostly inhibitors | AID 2549 | RECQ1 DNA unwinding, red fluorescence kinetic read;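 further: plate controls were vehicle for no effect and no enzyme for full effect; nearly all actives have a fitted effect of over 30% in size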
Target sequence (P46063 whole entry, looked up): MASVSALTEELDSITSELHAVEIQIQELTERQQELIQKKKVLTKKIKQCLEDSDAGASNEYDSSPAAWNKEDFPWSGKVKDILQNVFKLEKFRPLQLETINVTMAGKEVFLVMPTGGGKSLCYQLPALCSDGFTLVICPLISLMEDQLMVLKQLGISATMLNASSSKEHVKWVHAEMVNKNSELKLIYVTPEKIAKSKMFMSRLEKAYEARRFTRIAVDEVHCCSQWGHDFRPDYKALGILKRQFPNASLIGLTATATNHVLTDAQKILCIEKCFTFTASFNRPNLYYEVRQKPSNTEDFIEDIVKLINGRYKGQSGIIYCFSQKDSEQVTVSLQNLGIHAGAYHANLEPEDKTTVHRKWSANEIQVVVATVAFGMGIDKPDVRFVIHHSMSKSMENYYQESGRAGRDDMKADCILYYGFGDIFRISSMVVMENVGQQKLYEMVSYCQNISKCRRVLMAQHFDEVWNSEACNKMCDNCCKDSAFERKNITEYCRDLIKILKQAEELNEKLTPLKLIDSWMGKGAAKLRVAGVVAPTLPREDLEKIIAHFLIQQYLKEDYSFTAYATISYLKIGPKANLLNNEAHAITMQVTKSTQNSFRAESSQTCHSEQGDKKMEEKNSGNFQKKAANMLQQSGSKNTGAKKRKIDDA
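RECQ1T1 50 nM; forked duplex (20 bp + 30-nt ss tails) 200 nM, ATP 2 mM final; pH 8.0, 2 mM MgCl2, 2.5 ug/ml poly(dI-dC); 15 min compound preincubation; discontinuous kinetic read over 2 h at RT.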
GAA inh: blocks human lysosomal alpha-glucosidase; Potency, µM (series often up to 76.9 µM), without a hit: at the top dose activity change, negative = inhibition, usual class: inhibitors; purified human GAA, 4-MU-alpha-glucoside fluorescence; P10253; 0.005% of 200,000 active;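 further: plate controls were uninhibited enzyme wells for no effect and no-enzyme background for full effect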
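Compounds are titrated up to 77 uM against 4 nM human enzyme. Substrate 4-methylumbelliferyl-alpha-D-pyranoside (400 uM) reacts 20 min at room temperature in pH 5.0 buffer; liberated 4-methylumbelliferone is read at 440 nm.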
L3MBTL1 block: inhibitors of human L3MBTL1; Q9Y468; AlphaScreen L3MBTL1–H3K9me1 peptide binding; Potency, µM (series often up to 57.1 µM), without a hit: top-dose activity, negative = inhibition, usual class: inhibitors; 0.66% of 230,000 active; AID 485360; further: nearly all actives have a fitted effect of over 60% in size
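Displacement of a biotinylated histone H3(1-15) peptide monomethylated at Lys9 (75 nM) from L3MBTL1 (50 nM) was measured by AlphaScreen after a 30 min room-temperature compound incubation; cefsulodin titration served as intraplate control.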
TexasRed fluor: counter-screen for TRb-SRC2 inhibitors: fluorescence interference; AID 1479; 0.29% of 280,000 active; Potency, µM (doses to about 106 µM), for the others: at the highest dose fluorescence change, negative = quenching; TRb/SRC2 Texas Red total fluorescence interference; active means well fitted curve in either direction with a large enough effect; inconclusive means small, poorly fitted or top-dose-only effect
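Flags fluorescent or light-absorbing compounds by total fluorescence, S + 2P, at 555 nm excitation and 632 nm emission. Mixture: 20 nM Texas Red SRC2 peptide, 0.6 uM human TRb LBD, 1 uM T3, 5% DMSO; compound exposure 5 h at ambient temperature.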
GoLoco inh red: inhibitors of human Gai1-RGS12 GoLoco interaction (red fluorophore). Gai1:RGS12 GoLoco peptide FP, rhodamine, 10 min. 0.44% of 230,000 active. AID 880. P63096. Potency, µM (titrated, usually from 61.6 µM), inactives show top-dose activity, negative = inhibition, usual class: inhibitors; active means well fitted inhibition curve with a large enough effect, not every such curve was filed as active; inactive means no such curve, though single readings can be large or run the other way; further: nearly all actives have a fitted effect of over 30% in size; many of its hits are not listed in these tables
Target sequence (P63096 whole entry, looked up): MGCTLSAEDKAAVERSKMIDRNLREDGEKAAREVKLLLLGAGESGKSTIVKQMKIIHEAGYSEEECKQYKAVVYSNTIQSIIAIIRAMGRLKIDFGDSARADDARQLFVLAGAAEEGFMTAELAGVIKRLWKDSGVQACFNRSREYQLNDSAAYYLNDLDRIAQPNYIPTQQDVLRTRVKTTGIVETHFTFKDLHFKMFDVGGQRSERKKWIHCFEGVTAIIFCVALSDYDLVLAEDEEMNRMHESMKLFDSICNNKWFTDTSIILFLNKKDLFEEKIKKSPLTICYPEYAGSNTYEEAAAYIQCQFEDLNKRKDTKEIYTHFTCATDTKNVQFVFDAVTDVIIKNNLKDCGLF
GAA glycogen: GAA glycogen-cleavage inhibition or activation; recombinant GAA, glycogen substrate, Amplex Red glucose oxidase fluorescence; Potency, µM (titrated, usually from 76.4 µM), inactives show top-dose activity change, negative = inhibition, most hits filed as inhibitors; 0.38% of 300,000 active; AID 2100;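 further: 0% = full enzyme reaction and -100% = no-enzyme basal signal; the screen sought inhibitors and activators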
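Recombinant human alpha-glucosidase (4 nM final) hydrolysed bovine liver glycogen (30 ug) for 40 min at 37 C in pH 5.0 citrate/phosphate with 0.01% Tween-20. Released glucose detected by glucose oxidase/Amplex Red, Ex 573/Em 610 nm. Compounds up to 77 uM; AC50 from Hill fits.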
aGlu spleen mod: inhibits or activates alpha-glucosidase in human spleen homogenate | human spleen homogenate, 4-MU-alpha-glucoside fluorescence | Potency, µM (top dose mostly 79.9 µM), for inactives: at the highest dose activity change, negative = inhibition, hits mostly inhibitors | 0.006% of 240,000 active;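 further: 0% = enzyme with vehicle and -100% = no enzyme basal signal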
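AC50 values come from Hill-equation fits of concentration-response data, normalized to no-enzyme and full-activity controls. Enzyme source: 1 ug human spleen homogenate; 1 mM fluorogenic 4-MU glucoside, pH 5.0 citrate buffer, 37 C, 40 min.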
* hit, by the source's call; i = inactive; ? = inconclusive; . = not tested or not shown; [ ] = dose if it differs, or a comment. Unless noted, the call rests on the fitted dose curve; in most records, active means well fitted curve in the direction sought with a large enough effect; inconclusive means small, poorly fitted or top-dose-only effect, or another doubt; inactive means no such curve, though single readings can be large; an effect the other way counts as inactive or inconclusive. Unless noted, on the % scale 0 is the no-effect control and ±100 the full control effect; potency means the concentration at half of the fitted maximal effect. An excerpt (hit frequency here may not be typical).

SMILES	TRb-SRC2 inh	RECQ1 helicase	GAA inh	L3MBTL1 block	TexasRed fluor	GoLoco inh red	GAA glycogen	aGlu spleen mod
CCOC(=O)N1CCN(C(=O)c2ccc(S(=O)(=O)NCc3ccco3)cc2)CC1	-1.1%	13.7%	-8.8%	-11.1%	-0.1%	12.0%	22.1%	3.3%
CC(C)[C@H](NC(=O)c1ccc(Cl)c([N+](=O)[O-])c1)C(=O)O	4.3%	-9.2%	.	10.2%	-1.6%	13.5%	4.1%	-2.4%
Cc1ccc2nc3c(c(C(=O)OCC(=O)NC4CCS(=O)(=O)C4)c2c1)CCCC3 (centres undefined)	-6.8%	-3.1%	1.7%	.	0.0%	-3.0%	5.3%	-7.2%
CCOC(=O)[C@@]12C[C@@H]1/C(=N/O)c1ccccc1O2	-2.0%	?	.	.	-0.2%	6.3%	.	3.0%
O=C(NCc1ccccc1)c1ccc2c(c1)OCCO2	-2.6%	-1.1%	-3.4%	-3.3%	4.2%	11.3%	2.4%	-7.0%
CC(C(=O)Nc1ccccc1C(=O)N1CCOCC1)N(c1ccc(Cl)cc1)S(C)(=O)=O (centres undefined)	4.5%	i	-4.2%	5.1%	3.1%	-2.7%	-0.2%	-16.9%
NS(=O)(=O)c1cccc(NC(=O)COC(=O)CCSc2ccccc2)c1	7.9%	-0.6%	-0.8%	8.2%	-3.5%	-2.1%	6.8%	-3.2%
CCN(C(=O)CN1CCN(S(=O)(=O)c2ccccc2C(F)(F)F)CC1)c1c(N)n(Cc2ccccc2)c(=O)[nH]c1=O	-8.9%	-3.2%	-4.0%	5.5%	2.0%	6.0%	1.1%	-9.8%
CCC1(c2ccccc2)NC(=S)N(c2cccc(C)c2C)N1 (centres undefined)	-3.8%	-12.7%	1.5%	5.8%	-3.6%	3.7%	?	-3.2%
CC(=O)Nc1ccccc1NS(=O)(=O)c1cccc([N+](=O)[O-])c1	-9.9%	-1.8%	0.8%	-0.3%	-4.5%	14.3%	-17.6%	-2.6%
O=C(NCCCN1CCOCC1)c1cn(-c2ccccc2)nc1-c1cccs1	-0.6%	-2.9%	-0.6%	.	0.7%	-4.4%	3.3%	-3.9%
c1ccc(N2CC3CCc4ccccc4C3=N2)cc1 (centres undefined)	-4.3%	?	?	231.1%[activator]	0.6%	6.6%	-7.5%	?
O=c1cc(-c2ccccc2)c2cc3c(cc2[nH]1)OCCO3	-3.4%	i	9.8%	4.9%	0.7%	12.9%	6.2%	3.2%
CC(NC(=O)C(=O)N/N=C/c1ccccc1)c1ccccc1 (centres undefined)	-11.2%	-7.2%	-1.2%	6.4%	-1.3%	-2.1%	4.5%	8.1%
Cc1occc1C(=O)N1CCN(C(c2ccccc2)c2ccccc2)CC1	-8.4%	-10.0%	-4.7%	?	-2.8%	-22.1%	-6.8%	2.6%
COc1ccc(OC)c(N2Cc3cc(C)c(C)cc3C2)c1	-24.5%	3.0%	-6.2%	-6.2%	1.3%	22.0%	-6.4%	-0.7%
Cc1c(C(=O)N2CCN(c3ccc(C(F)(F)F)cn3)CC2)oc2ccccc12	-11.9%	-4.2%	-4.5%	.	-0.7%	0.7%	-5.4%	2.1%
CN(CCO)c1nc(N)c2c(N)nc3c(c2c1C#N)CC(=O)N3C1CCCC1	?	?	-1.6%	-16.7%	-1.9%	4.6%	?	-5.7%
NC(=O)c1ccc(-c2ncc(-c3ccccc3)o2)cc1	7.2%	i	?	-0.9%	-0.4%	7.2%	-1.1%	11.1%
O=C(Cc1ccc(Br)cc1)NC1CCSC1=O (centres undefined)	-4.4%	-11.3%	2.9%	.	-1.5%	5.7%	-7.9%	-4.2%
Cc1ccc(SCc2cn3c(C)csc3n2)cc1	6.9%	-1.8%	5.7%	.	0.9%	5.5%	2.9%	-3.6%
Cc1ccc(C(=O)N[C@H](C(=O)OCC(=O)Nc2cccc(S(N)(=O)=O)c2)C(C)C)cc1	3.7%	-2.1%	.	-3.3%	-1.8%	4.0%	0.4%	1.7%
CC(Oc1ccccc1F)C(=O)NNC(=O)c1cc2ccccc2o1 (centres undefined)	-6.0%	-1.9%	?	.	-4.6%	9.2%	8.6%	-1.8%
CCN(CC)C(=O)C(=O)Nc1ccc(F)c(Cl)c1	0.4%	i	5.7%	4.6%	-3.8%	-7.4%	-10.2%	-0.9%
Cc1nnc(SCC(=O)NCc2ccc(F)cc2)[nH]c1=O	8.0%	i	-2.7%	0.7%	-0.6%	-0.1%	2.9%	0.5%

Nothing new here: an excerpt of the list.
SMILES	TRb-SRC2 inh	RECQ1 helicase	GAA inh	L3MBTL1 block	TexasRed fluor	GoLoco inh red	GAA glycogen	aGlu spleen mod
CCOC(=O)N1CCN(C(=O)c2ccc(S(=O)(=O)NCc3ccco3)cc2)CC1	-1.1%	13.7%	-8.8%	-11.1%	-0.1%	12.0%	22.1%	3.3%
CC(C)[C@H](NC(=O)c1ccc(Cl)c([N+](=O)[O-])c1)C(=O)O	4.3%	-9.2%	.	10.2%	-1.6%	13.5%	4.1%	-2.4%
Cc1ccc2nc3c(c(C(=O)OCC(=O)NC4CCS(=O)(=O)C4)c2c1)CCCC3 (centres undefined)	-6.8%	-3.1%	1.7%	.	0.0%	-3.0%	5.3%	-7.2%
CCOC(=O)[C@@]12C[C@@H]1/C(=N/O)c1ccccc1O2	-2.0%	?	.	.	-0.2%	6.3%	.	3.0%
O=C(NCc1ccccc1)c1ccc2c(c1)OCCO2	-2.6%	-1.1%	-3.4%	-3.3%	4.2%	11.3%	2.4%	-7.0%
CC(C(=O)Nc1ccccc1C(=O)N1CCOCC1)N(c1ccc(Cl)cc1)S(C)(=O)=O (centres undefined)	4.5%	i	-4.2%	5.1%	3.1%	-2.7%	-0.2%	-16.9%
NS(=O)(=O)c1cccc(NC(=O)COC(=O)CCSc2ccccc2)c1	7.9%	-0.6%	-0.8%	8.2%	-3.5%	-2.1%	6.8%	-3.2%
CCN(C(=O)CN1CCN(S(=O)(=O)c2ccccc2C(F)(F)F)CC1)c1c(N)n(Cc2ccccc2)c(=O)[nH]c1=O	-8.9%	-3.2%	-4.0%	5.5%	2.0%	6.0%	1.1%	-9.8%
CCC1(c2ccccc2)NC(=S)N(c2cccc(C)c2C)N1 (centres undefined)	-3.8%	-12.7%	1.5%	5.8%	-3.6%	3.7%	?	-3.2%

Next entries follow:
SMILES	TRb-SRC2 inh	RECQ1 helicase	GAA inh	L3MBTL1 block	TexasRed fluor	GoLoco inh red	GAA glycogen	aGlu spleen mod
COC(=O)C1=C(CSc2nc3ccccc3s2)NC(=O)NC1c1ccc(F)cc1 (centres undefined)	3.2%	-6.4%	-0.3%	-3.7%	1.8%	1.7%	2.2%	-12.0%
CCN/C=C(\C#N)S(=O)(=O)c1ccc(Br)cc1	6.6%	-10.9%	.	12.4%	-3.9%	4.5%	-3.8%	-0.6%
O=C(NCC1CCCO1)c1ccc(NC(=O)C2CC=CCC2C(=O)O)cc1 (centres undefined)	-2.7%	i	-3.0%	.	-1.5%	4.9%	-6.4%	0.5%
Cc1cc(Cl)ccc1OCC(=O)NCCOc1nc(N2CCCCC2)nc(N2CCOCC2)n1	0.2%	-6.6%	5.3%	.	0.7%	1.4%	1.7%	-5.8%
COc1cc(C(=O)NCc2nnc(SCC(=O)Nc3cc(C)on3)o2)cc(OC)c1OC	-6.2%	3.5%	-2.3%	.	-2.8%	-5.6%	1.6%	0.6%
O=S(=O)(c1ccc(N2CCOCC2)nc1)N(Cc1ccccn1)Cc1ccccn1	1.9%	-6.5%	0.6%	-2.9%	-2.3%	14.3%	-6.9%	5.6%
Cc1cc(-c2onc(C)c2C(=O)Nc2ccc(C(F)(F)F)cc2)no1	0.8%	-5.3%	-5.5%[15.4 µM]	10.3%	-2.5%	7.7%	1.2%	0.6%
O=C(CSc1ncn[nH]1)CSc1ncn[nH]1	0.0%	-12.5%	3.7%	.	-5.7%	3.4%	1.9%	2.8%
COc1ccc(-c2cc(-c3nnc(COC(=O)c4ccc(O)cc4)o3)c3ccccc3n2)cc1OC	2.2%	-5.0%	-3.4%	19.3%	-0.2%	35.2%[activator]	-18.5%	-10.6%
Cc1cnc(C(=O)Nc2ccccc2C(=O)N2CCOCC2)cn1	-5.9%	i	-4.3%	.	-1.4%	-0.7%	-9.7%	-1.9%
Cc1ccc(CNC(=O)C2CC3Cn4c(nc5cc(Cl)c(Cl)cc54)C3N2C)o1 (centres undefined)	-0.8%	5.7%	.	.	-0.5%	-2.5%	1.1%	-1.6%
CN1C(=O)N(C)C2(c3ccccc3)NNC(N)=NC12c1ccccc1 (centres undefined)	3.7%	-8.2%	.	6.3%	-1.0%	-2.6%	6.7%	-13.4%
COc1ccc(NC(=O)CCC(=O)OC(C(=O)c2ccccc2)c2ccccc2)cc1 (centres undefined)	-0.6%	4.7%	-17.4%	-8.5%	-1.0%	.	-12.6%	-0.3%
CC(=O)c1cccc(NC(=O)N2CCCC2C(=O)Nc2ccc3c(c2)OCO3)c1 (centres undefined)	-0.3%	13.8%	-3.2%	-2.0%	-1.8%	16.2%	9.9%	1.5%
O=C(O)c1ccc2c(c1)CCCN2	-4.3%	-10.8%	-2.5%[15.4 µM]	6.3%	0.0%	-8.1%	-0.9%	-13.3%
COc1ccc2cc(C3CC(c4ccco4)=NN3S(C)(=O)=O)c(Cl)nc2c1 (centres undefined)	-4.1%	-7.3%	.	-11.2%	0.6%	25.9%	2.2%	1.7%
CCOC(=O)CC(NC(=O)Cc1ccc(F)cc1)c1ccccc1Cl (centres undefined)	5.2%	-3.7%	3.1%	12.2%	-0.7%	3.9%	6.7%	-9.4%
O=C(O)[C@H]1CCC(=O)N1Cc1ccco1	2.1%	3.8%	0.7%	-10.6%	-0.6%	-4.0%	4.7%	3.7%
Nc1nc(-c2ccco2)cs1	6.3%	-16.1%	-12.9%	2.8%	0.8%	10.3%	-5.7%	1.8%
COc1ccc(C2C(C#N)=C(C)NC3=C2C(=O)CC(C)(C)C3)cc1 (centres undefined)	-13.6%	-0.4%	?	.	-2.8%	5.1%	10.4%	12.8%
